# Screens from PubChem BioAssay.
# hcGAS inh: Primary biochemical luminescence assay for human cyclic GMP-AMP synthase inhibitors; Q8N884; recombinant h-cGAS, ATP depletion, Kinase-Glo luminescence; inhibition, % at 12.5 µM; 0.081% of 290,000 active; AID 1259398, 2018;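 further: 0% = vehicle reaction and 100% = reaction without DNA for no activity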
# Target sequence (Q8N884 whole entry, looked up): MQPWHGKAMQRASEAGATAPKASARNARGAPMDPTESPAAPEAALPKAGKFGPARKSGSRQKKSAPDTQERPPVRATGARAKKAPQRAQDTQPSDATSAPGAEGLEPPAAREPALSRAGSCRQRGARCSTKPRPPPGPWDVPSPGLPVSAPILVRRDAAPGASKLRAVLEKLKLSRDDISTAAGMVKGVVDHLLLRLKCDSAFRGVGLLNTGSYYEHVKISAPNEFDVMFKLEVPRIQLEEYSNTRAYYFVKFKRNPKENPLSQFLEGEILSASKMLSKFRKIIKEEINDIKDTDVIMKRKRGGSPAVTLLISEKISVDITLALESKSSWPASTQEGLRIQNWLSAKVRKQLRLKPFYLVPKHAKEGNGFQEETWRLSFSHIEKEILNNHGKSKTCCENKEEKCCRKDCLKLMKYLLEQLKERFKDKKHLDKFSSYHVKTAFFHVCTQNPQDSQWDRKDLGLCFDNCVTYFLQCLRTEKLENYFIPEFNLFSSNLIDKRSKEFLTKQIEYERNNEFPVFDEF
# NPYLR7 ag: agonists of mosquito NPYLR7 receptor, primary screen, cell-based, Aedes aegypti, calcium fluorescence, mosquito biting behavior. Aedes aegypti neuropeptide Y-like receptor 7 (NPYLR7). HEK293T NPYLR7/Galpha15, GCaMP6s calcium fluorescence. activation, % at 10 µM. 0.15% of 270,000 active; in the data active means activation above about 40%;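 further: 0% = vehicle and 100% = reference agonist at the receptor; some compounds past the cut are filed as inactive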
# mcGAS lum: cyclic GMP-AMP synthase inhibitors, mouse, primary biochemical chemiluminescence; Q8C6L5; recombinant cGAS, Kinase-Glo ATP depletion luminescence; inhibition, % at 12.5 µM; 0.15% of 160,000 active; AID 1259399, 2018;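 further: 0% = negative control wells and 100% = reference inhibitor with no enzyme activity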
# Numbers without * were called inactive; x = no result given; & = joins results of further samples. Unless noted, no stated cut-off is given here; in the data, active means inhibition above about 40%; inactive means the rest.
No.	SMILES	hcGAS inh	NPYLR7 ag	mcGAS lum
1	Cc1cc(N2CCN(CCOc3cccc4ccccc34)CC2)n2nc(C(F)(F)F)nc2n1	-2	1	-7
2	CC(C)c1ccccc1NC(=O)CSc1nnc2ccccn12	0	-3	x
3	COCc1nc(C(=O)N2CC(C(C)C)Nc3ccccc32)cs1 (stereo unspecified)	-13	12	-7
4	CNC(=O)C1=C(C)Nn2c(CCC3CCCCC3)nnc2S1	-6&-11	-8&-1	x
5	COc1cccc(-c2cc(N)c(=O)n(Cc3ccc(C(F)(F)F)cc3)n2)c1	-6	-2	x
6	Nc1cc(-c2ccccc2)nn1S(=O)(=O)c1cc(Cl)sc1Cl	-5	4	-3
7	CNC(=O)C1(NC(=O)c2cn[nH]c2C2CCCCC2)CCCCC1	-5	x	-4
8	O=C(CN1CCCC(C(F)(F)F)C1)Nc1ccc(F)cc1F (stereo unspecified)	-7	6	x
9	CCc1cccc(NC(=O)N(CCCOC)CC(=O)N(Cc2ccc(F)cc2)Cc2sccc2C)c1	-7	-12	0
10	CC(NS(=O)(=O)CC1CCCCC1)c1cc2ccccc2o1 (stereo unspecified)	2	-23	x
11	COc1ccccc1N1C(=O)CC(N2CCN(c3ncccn3)CC2)C1=O (stereo unspecified)	3	-3	6
12	CC1CC(C)(C)CC(CO)(NCC(=O)NC(C)C)C1 (stereo unspecified)	-8	9	x
13	CCCCCc1ccc(C(=O)N2CCC3(CC2)SCCN3C(=O)CC(C)C)cc1	1	-4	1
14	C=C(C)CN1N=C(c2ccccc2)Cn2c1nc1c2c(=O)n(C)c(=O)n1C	-6	-8	x
15	COCCN(CC(=O)N(Cc1ccc(F)cc1)Cc1sccc1C)C(=O)Nc1ccc(OC)cc1OC	-9	12	-4
16	CN(Cc1ccsc1)C(=O)CS(=O)(=O)Cc1cc(Cl)c2c(c1)OCCCO2	-5	-5	-15
17	CC(C)c1ccc(C2N=C(N)Nc3nc4ccccc4n32)cc1 (stereo unspecified)	2	-5	0
18	COc1cc(C(=O)Nc2cc(Cl)ccc2N2CCSCC2)ccc1C	-6	1	-8
19	COc1ccc(Nc2nc(N3CCOCC3)nc(N)c2[N+](=O)[O-])cc1	-4	-1	x
20	O=C(Nc1nc2ncccn2n1)C1CC(c2cc(F)ccc2F)=NO1 (stereo unspecified)	-10	0	-13
21	Cc1nc2nc(N)nn2c(C)c1CCC(=O)NC(C)c1ccc(F)cc1F (stereo unspecified)	-2	1	x
22	CC(=O)OC(C(=O)N(Cc1ccco1)Cc1cc2ccccc2o1)c1ccccc1 (stereo unspecified)	0	-5	-1
23	Cc1ccc(OC(C)C(=O)N2CCCc3cc(S(=O)(=O)N4CCCC4)ccc32)cc1 (stereo unspecified)	-3	6	x
24	COc1ccc(CN(Cc2nc(C(=O)O)co2)C(C)c2ccccc2)c(OC)c1 (stereo unspecified)	-6	11	-6
25	Cc1cc(N2CCCC(N)C2=O)n(C)n1 (stereo unspecified)	-9	5	x
26	N#Cc1ccc(C2Nc3ccccc3C(=O)N2Cc2ccco2)cc1 (stereo unspecified)	-1	-15	2
27	O=C(NC1CC1)c1coc(CN(Cc2ccccc2)Cc2ccco2)n1	0	x	-6
28	Cc1nc(-c2ccccc2)[nH]c(=O)c1CCC(=O)NC1(C)CCS(=O)(=O)C1 (stereo unspecified)	-9	0	x
29	COc1cccc(-c2cc(C(=O)NCCc3ccccc3)n(-c3cccc([N+](=O)[O-])c3)n2)c1	2	-2	1
30	CN1CCC(Cc2noc(COCC(F)(F)C(F)F)n2)CC1	-4	13	x
31	c1ccc(-c2nc3c4ccccc4ccn3c2CN2CCCCC2)cc1	-3	3	-5
32	COc1ccc(NC(=O)N(CC(C)C)C2CC2)cc1	5	-3	x
33	CCOc1ccc(COC[C@H]2O[C@@H]3OC(C)(C)O[C@@H]3[C@H]3OC(C)(C)O[C@H]32)cc1	5	x	0
34	COCCCn1c(C)c(C)n2c3c(=O)n(Cc4ccc(C)cc4)c(=O)n(C)c3nc12	1	-1	x
35	O=C1c2ccccc2C(=O)N1CNc1ccc(Br)cc1	-1	4	x
36	O=[N+]([O-])c1cccc(-c2ccc3nnc(SCc4ccccn4)n3n2)c1	-3	-21	-1
37	COCCN(CCN(C)C)C(=O)c1ccc(Cl)c(Cl)c1	-16	1	x
38	O=C(Cn1cccc(C(F)(F)F)c1=O)Nc1n[nH]c(-c2ccccc2)n1	-2	16	-16
39	O=C(Nc1cnn(Cc2ccccn2)c1)c1ccc[nH]c1=S	-2	-6	-9
40	CCC(=O)NCCS(=O)(=O)N1CCN(c2ccccc2)CC1	-5	-4	-8
41	CCCN(C(=O)c1cc(CC(C)C)nn1C)[C@@H]1CCCC[C@H]1O	-3	x	-3
42	Cc1cc(C)c(Cn2ccnc2CN(Cc2cccnc2)C(=O)C2CCCC2)c(C)c1	-7	3	-7
43	O=S(=O)(c1ccc(=S)[nH]c1)N1CCCCC1	1	0	x
44	Oc1cccnc1-c1ccccc1	-5	1	x
45	COc1ccccc1OC1CCN(C(=O)CCC2(Cc3ccccc3)CCC(=O)N2)CC1 (stereo unspecified)	-5	14	-6
46	Fc1ccccc1-c1n[nH]c2c1CN(Cc1ccc3c(c1)OCCO3)CC2	-4	4	x
47	COc1ccc(C(=O)C2CCCN(Cc3ccnc4ccccc34)C2)c(C)c1 (stereo unspecified)	-4	14	-3
48	O=C(C1CCOC1)N1CCC(c2nc3cc(Cl)ccc3s2)CC1 (stereo unspecified)	-7	26	-16
49	Cc1cc(C)n(Cc2ccc(C(=O)N(C)C3CCCN(Cc4ccccc4F)C3)cc2)n1 (stereo unspecified)	-7	x	-9
50	Cc1ccn2c(=O)c(C(=O)NC3CCCCC3)c(O)nc2c1	-1	-2	-5
51	COCCNC(=O)c1cc(-c2ccc(OC)cc2OC)nn1-c1ccc([N+](=O)[O-])cc1	-3	5	-4
52	COP(=O)(O)c1c([N+](=O)[O-])cc(C(F)(F)F)cc1[N+](=O)[O-]	1	-2	x
53	Cc1cc(C2CCCN2CC(=O)Nc2ccc(F)c(F)c2)no1 (stereo unspecified)	0	-5	x
54	Cc1cccc(-n2c(C)nnc2SCC(=O)c2ccccc2)c1	-8	-1	-10
55	O=C(NCc1n[nH]c(=S)n1-c1ccc(F)cc1)c1c(F)cccc1Cl	1	0	-2
56	CCCCc1ccc(C(=O)N(CC(=O)N2c3ccccc3-n3cccc3C2c2cc(OC)ccc2OC)C2CC2)cc1 (stereo unspecified)	-7	-5	-6

# New compounds follow
No.	SMILES	hcGAS inh	NPYLR7 ag	mcGAS lum
57	FC(F)(F)CCc1ccnc(NC2CCN(Cc3ccccn3)CC2)n1	-2	6	-8
58	FC(F)Oc1ccc(-c2n[nH]c(=S)n2N=Cc2ccc3c(c2)OCCO3)cc1	-2	-1	x
59	CCC(CC)C(=O)Nc1nc2ccc(Cl)cc2s1	-10	1	x
60	CCc1nccn1CCC(=O)N1CCc2onc(-c3ccccc3F)c2C1	-5	3	-14
61	O=C(CSc1nnc(-c2ccco2)o1)Nc1ccnn1C1CCCC1	0	9	x
62	CCOC(=O)c1cn[nH]c1S(=O)(=O)Nc1ccc(C(N)=O)cc1	-5	-1	-7
63	COCCN(Cc1nccn1Cc1ccc(C(F)(F)F)cc1)C(=O)C1CCCC1	-8	12	-7
64	Cc1c(CNC2CCC3CCCCC3C2)cc(C#N)n1C (stereo unspecified)	-11	10	-7
65	O=C(NCCCn1c(=O)[nH]c2ccccc21)Nc1ccc(Cl)c(C(F)(F)F)c1	-6	-8	x
66	O=C(NCC1CCCO1)c1coc(CN(Cc2cccc(C(F)(F)F)c2)Cc2ccc(F)cc2F)n1 (stereo unspecified)	-5	19	-5
67	CNC(=O)C1CCC(Cn2c(=O)c3sccc3n(Cc3cc(C)ccc3C)c2=O)CC1 (stereo unspecified)	-5	-4	-4
68	Cn1ccnc1C(NC(=O)C1CCN(S(=O)(=O)c2ccc(F)c(F)c2)CC1)c1cccc(F)c1 (stereo unspecified)	-6	-4	-6
69	CCN(Cc1cccc(F)c1)C(=O)Nc1cccnc1OC	2	3	x
70	Cn1ncc(CN2CCN3CCNC(=O)C3C2)c1C1CC1 (stereo unspecified)	-5	4	x
71	CC(C)(C)S(=O)(=O)c1ccc2nn(CC(=O)Nc3ccc(Cl)cc3)c(=O)n2n1	-5	x	-9
72	CC(C)N(CC(=O)N(CCc1c[nH]c2ccccc12)Cc1ccc(F)cc1)C(=O)/C=C/c1ccc([N+](=O)[O-])cc1	-3	20	-7
73	O=C(Nc1ccccc1)c1cc2n(n1)CCN(C(=O)CCN1CCCCO1)C2	-7	21	-16
74	CCCN(CC1CCCO1)C(=O)CCc1nnc(CCc2c[nH]c3ccccc23)o1 (stereo unspecified)	1	4	0
75	O=c1c2c(-c3ccccc3)csc2ncn1Cc1csc(-c2ccc(F)cc2)n1	-17	14	-5
76	CC(C)[C@@H]1C[C@@H]2C[C@H](N(CC(=O)O)C(=O)c3cnccn3)C[C@@H]2CO1	-2	31	-3
77	O=C(Nc1ccc(Br)c2ccccc12)Nc1cccc2[nH]c([C@@H]3O[C@H](CO)[C@@H](O)[C@H](O)[C@H]3O)nc12	16	3	3
78	O=S(=O)(NCCc1cn2c(n1)CCCC2)c1c(Cl)cccc1Cl	1	-1	x
79	CCOC(=O)C1(C)CCCN1C(=O)c1cccs1 (stereo unspecified)	-5	-1	x
80	O=C(O)C1(Cc2ccc(F)cc2F)CCCN(Cc2ccccn2)C1 (stereo unspecified)	-5	6	-10
81	O=C(c1cnn2c3c(cnc12)CCCCC3)N1CCCCC1	-7	6	-3
82	CC(=O)c1sc2nc(-c3ccc(C)cc3)c3c(c2c1N)CCCC3	-10	-3	x
83	Clc1ccc(-c2cn(-c3ccc(Br)cc3)c3[n+]2CCCS3)cc1	-7	3	x
84	O=C(NCc1ccccn1)c1cc2c(ccc3ccccc32)oc1=O	-6	11	x
85	CCCCCCCC(=O)N(CC(=O)c1c(C)c(C(=O)OCC)n(CC)c1C)Cc1ccco1	4	2	0
86	COc1ccc(C2SCC(=O)N2CC(=O)NCc2ccccn2)cc1 (stereo unspecified)	-3	0	-5
87	COc1ccc(-c2cc(=O)n(C)cn2)cc1	4	-19	-5
88	COc1cccc(C2=NN(C(=O)CN(C)c3ccccc3)C(c3ccc(F)cc3)C2)c1 (stereo unspecified)	-8	9	-5
89	COc1ccc(C)cc1-n1c(-c2cccs2)nn(CN2CCCC(O)C2)c1=S (stereo unspecified)	-6	0	x
90	CCNC(=O)C1CCN(Cc2cccc(C(=O)Nc3c(C)noc3C)c2)C1 (stereo unspecified)	-5	9	-15
91	O=C(Cn1c(=O)n(-c2ccccc2Cl)c(=O)c2ccccc21)NCc1cccc(C(F)(F)F)c1	-4	24	-7
92	Cc1nccc(-c2cccc(NC(=O)c3ccc(Nc4cccc(C(F)(F)F)c4)nc3)c2)n1	-6	-9	-3
93	Cc1ccc(-n2ncc3c(N4CCCCC4)nc(NCCCO)nc32)cc1	-5	3	-9
94	CC(=O)Nc1ccc(CC(=O)N(C)C(C)c2cc(C)ccc2C)cc1 (stereo unspecified)	-11	1	x
95	CCOCCCNC(=O)c1cc(NC(=O)CSc2ccccc2)ccc1N1CCN(c2ccccc2OC)CC1	-4	14	-6
96	CCSc1nnc(NC(=O)/C=C/c2ccc(Cl)cc2Cl)s1	7	0	3
97	C=C(C)CN(CC)Cc1cn[nH]c1-c1ccc(C)c(C)c1	-5	-3	x
98	C=CCNC(=O)C(NC(=O)c1cccc(C)c1)C1CCN(C(=O)C2CCCC2)CC1 (stereo unspecified)	-7	17	-3
99	Cc1nn(CC(=O)N2CCN(c3ccccc3)CC2)c(=O)c2c1cnn2-c1ccccc1	-7	3	x
100	O=C(C1CCC1)N1CCC(c2nc(-c3ccncc3)no2)CC1	-1	5	-3
101	Cc1cccc2oc(=O)n(C3CCN(C(=O)c4cnc5ccccc5n4)CC3)c12	-9	2	-8
102	O=C1NC(CC(=O)N2CCOc3ccc(CN4CCc5ccccc5C4)cc3C2)c2ccccc21 (stereo unspecified)	-9	18	-10
103	COc1ccnc(NC(C)c2ccc3c(c2)CCCC3)n1 (stereo unspecified)	-5	18	-7
104	O=C(NCCc1ccccc1)C(C1CCCC1)N1CCN(C(=O)c2cccs2)CC1 (stereo unspecified)	-6	-2	x
105	C=CCN(C)S(=O)(=O)c1ccc(NC(N)=O)cc1	-8	-6	-18
